Bioassay records deposited in PubChem by National Center for Advancing Translational Sciences (NCATS).
TCR act: Activators of T cell receptors: qHTS campaign. primary human leukocytes, anti-CD3, IL-2 HTRF, 48 h. Potency, µM (series often up to 9.22 µM), without a hit: at the top dose activation of IL-2 secretion, usual class: activators. 330,000 tested, under 10 active. AID 504894, 2011; active = well fitted activation curve with a large enough effect; inconclusive = small, poorly fitted or top-dose-only effect, or another doubt; inactive = no such curve, though single readings can be large or run the other way; also: % of control where 0% means no effect
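Compounds are tested in HTS on primary human leukocytes co-incubated with a-CD3 beads for 48 hr. IL-2 output is measured by time-resolved FRET.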
uPA generation: qHTS for Inhibitors of Cell Surface uPA Generation; cell surface uPA generation assay, qHTS; Potency, µM (doses to about 38.3 µM), inactives show at the top dose activity change, negative = inhibition, most hits filed as inhibitors; 0.31% of 330,000 active; active = well fitted inhibition curve with a large enough effect; inconclusive = small, poorly fitted or top-dose-only effect; inactive = no such curve, though single readings can be large or run the other way; tested in mouse RAW 264.7 cells; also: potency is read from the fitted curve at half-maximal effect; % is scaled to controls: 0 for no effect and ±100 for the full control effect; nearly all actives have a fitted effect of over 55% in size
PTAP TSG101 blk: qHTS Assay for Iinhibitors of HIV-1 Budding by Blocking the Interaction of PTAP/TSG101; AID 493005, 2010; Fluorescence polarization, FITC-PTAP peptide / Tsg101 binding; Tumor susceptibility gene 101 protein (Homo sapiens), Q99816; 340,000 tested, under 10 active; Potency, µM (doses to about 115 µM), for the others: top-dose activity change, negative = inhibition, usual class: inhibitors; active = well fitted inhibition curve with a large enough effect in the main read-out, with a control signal flat, not every such curve was filed as active; inconclusive = small, poorly fitted or top-dose-only effect, or effect the other way, or a change in a side signal; inactive = no such curve, though single readings can be large or run the other way; also: potency is read from the fitted curve at half-maximal effect; % of control where 0% means no effect
Target sequence (Q99816 whole entry, looked up): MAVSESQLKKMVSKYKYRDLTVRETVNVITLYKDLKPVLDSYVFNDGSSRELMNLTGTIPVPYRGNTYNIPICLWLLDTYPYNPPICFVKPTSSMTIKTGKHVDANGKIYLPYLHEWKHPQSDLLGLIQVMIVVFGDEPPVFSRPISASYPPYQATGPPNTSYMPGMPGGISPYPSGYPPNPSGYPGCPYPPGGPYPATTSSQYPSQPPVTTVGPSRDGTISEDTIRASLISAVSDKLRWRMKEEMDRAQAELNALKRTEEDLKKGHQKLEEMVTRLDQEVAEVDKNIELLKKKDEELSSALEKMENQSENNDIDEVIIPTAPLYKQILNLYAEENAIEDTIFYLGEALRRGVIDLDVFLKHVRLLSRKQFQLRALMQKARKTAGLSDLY
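Tsg101 binding domain (10 uM final) was mixed with compound and a FITC-labeled PTAP peptide (50 nM final) in HEPES pH 7.5 buffer with NaCl, Tween 20, EDTA and TCEP; fluorescence polarization was read after 20 min at r.t.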
* marks the source's active call; other numbers are inactive results; ? = inconclusive.

entry	molecule	TCR act	uPA generation	PTAP TSG101 blk
1	CC1(c2nnc(-c3ccncc3)o2)CC(c2ccc(Cl)cc2)=NO1 (stereo not drawn)	8%	-13%	-1%
2	NN=C(NN=Cc1ccccc1)c1ccccc1	8%	-2%	-1%
3	C=C(C1=CCN(S(=O)C(C)(C)C)[C@@H]1CCO)c1ccccc1 (stereo partly drawn)	-1%	-9%	1%
4	COc1cccc2cc(-c3cn4ccc(C)cc4n3)c(=O)oc12	1%	-26%	-11%
5	CCOC(=O)C1C(=O)CC(C)(O)C(C(=O)OCC)C1c1ccc2c(c1)OCO2 (stereo not drawn)	3%	2%	-3%
6	CCC1CCCCN1Cc1c(O)ccc2c(=O)c(-c3ccccc3OC)coc12 (stereo not drawn)	5%	11%	-2%
7	O=C1CC2(CCCC2)Oc2ccc(Cl)cc21	-2%	2%	-5%
8	O=C(C=Cc1cccc(O)c1)c1ccccc1O	-4%	-11%	-3%
9	CC(=O)c1cc2c(cc1NC(=O)c1ccc(-n3nc(C)cc3C)cc1)OCO2	-2%	11%	-3%
10	CC1CN(C2CCCCC2)C(=S)NC1=O (stereo not drawn)	3%	-2%	-2%
11	O=C(NCCCCc1ccccc1)c1ccccc1Br	-3%	2%	0%
12	O=C1C=Cc2cccc3ccc(O)c1c23	-10%	-15%	-16%
13	O=C(/C=C/c1ccc([N+](=O)[O-])cc1)c1ccccc(=O)c1O	-9%	-8%	-3%
14	CC(C)C[C@@H](CO)NS(=O)(=O)c1cc(Cl)ccc1F	5%	14%	-4%
15	NC(=O)c1nnsc1-c1ccco1	-7%	3%	1%
16	CC(=O)C1=C(O)C(CSCc2ccccc2)N(C)C1=O (stereo not drawn)	1%	0%	-5%
17	CC/C(=N/NC(=O)c1ccccc1O)c1c(C)[nH]n(-c2ccccc2)c1=O	-1%	0%	-5%
18	Cc1cc(N2CCCCCC2)nc2ccc(F)cc12	1%	5%	-7%
19	CCOC(=O)c1cc2nc(OCC)nc(OCC)c2[nH]1	1%	-6%	-4%
20	Cc1cccc2cc3ccccc3nc12	1%	1%	-5%
21	CN(C(=O)c1ccc(NC(=O)Cc2ccc(NC(=O)C3CCN(S(=O)(=O)c4cccc([N+](=O)[O-])c4)CC3)cc2)cc1)C1CCCC1	-3%	-12%	-1%
22	COc1ccc(C(=O)Oc2c(CN3CCOCC3)cc(Cl)c3cccnc23)cc1OC	3%	11%	-3%
23	CC1OC1c1ccc(-c2ccc(C3OC3C)cc2)cc1 (stereo not drawn)	-1%	2%	-1%
24	COc1ccc(S(=O)(=O)N2CCCCCC2)cc1NC(=O)CCc1cc(OC)c(OC)c(OC)c1	-2%	-8%	-2%
25	CC1=C(C(=O)OCC2CCCCC2)C(c2ccccc2F)NC(=O)N1 (stereo not drawn)	0%	1%	-1%
26	O=C1c2ccccc2C(=O)N1CCCCNc1ccccc1	-1%	-3%	0%
27	COCOc1ccc(/C=C/C(=O)c2c(OCOC)cc(OCOC)c(CC=C(C)C)c2O)cc1OCOC	2%	3%	1%
28	CCOc1ccc(CCN2C(=O)C(=O)N([C@@H](Cc3ccc(O)cc3)CN3CCC[C@@H]3CN3C(=O)C(=O)NC[C@@H]3Cc3ccccc3)C[C@@H]2Cc2ccccc2)cc1	-6%	-4%	-7%
29	C[C@@H]1C=C[C@](Cc2ccccc2)(C(=O)O)N1C(=O)c1ccccc1	1%	3%	-8%
30	COc1ccc(NC(=O)COC(=O)c2ccc(S(=O)(=O)N(C)c3ccccc3OC)cc2)cc1	0%	-3%	-3%
31	Cn1c(=O)c2[nH]c(CCNC(=O)c3ccccc3)nc2n(C)c1=O	-1%	2%	-15%
32	O=C(Cc1cccc(NC(=O)C2CCCN(C(=O)c3ccccc3)C2)c1)Nc1ccc(C(=O)N2CCCCC2)cc1 (stereo not drawn)	5%	16%	0%
33	Cc1ccnc(N2CCN(c3cc(C)c(C#N)c4nc5ccccc5n34)CC2)c1	-4%	3%	0%
34	CCOC(=O)C1=C(C)N(C)C(=O)NC1c1cccc([N+](=O)[O-])c1 (stereo not drawn)	6%	4%	-2%
35	COC(=O)C1=C(C(=O)OC)[C@@H]2N(C)c3ccc(OC)cc3[C@@]23C[C@@H](C(=O)OC)N(C(=O)NCCBr)C3=N1	0%	5%	-1%
36	COc1cccc(C=NNc2nnc(NN=Cc3cccc(OC)c3OC)c3ccccc23)c1OC	-5%	-5%	2%
37	O=C1C(=C2CCc3ccccc32)Cc2ccccc21	-7%	-11%	-2%
38	CCC1(CC)C(=O)Nc2ccccc21	-6%	5%	1%
39	CC1(C)CC(=O)C(C=Nc2ccncc2)=C(O)C1	3%	5%	-6%
40	O=C(NC1=NCCS1)c1ccccc1F	-2%	8%	1%
41	COc1cc2c3c(n(C)c(=O)c2cc1OC)-c1cc2c(cc1C3=O)OCO2	-7%	-6%	-17%
42	CCCCNCCS(=O)(=O)NCc1ccccc1OC	-1%	-6%	-4%
43	O=C(Nc1c[nH]c(=O)[nH]c1=O)OCc1ccccc1	-1%	1%	-10%
44	O=[N+]([O-])c1ccc(NN=Cc2ccc(O)cc2O)nc1	8%	-14%	-6%
45	COc1ccc(C(c2nnnn2CS(=O)(=O)c2ccc(C)cc2)N2CCN(Cc3ccccc3)CC2)cc1 (stereo not drawn)	2%	3%	-14%
46	CCOc1ccc(C(c2nnnn2Cc2ccccc2)N2CCN(C(=O)c3ccco3)CC2)cc1 (stereo not drawn)	-31%	3%	-3%
47	NC(=O)c1ccccc1NC(=O)c1cccc(C(=O)Nc2ccccc2C(N)=O)n1	-7%	-4%	-2%
48	Fc1ccccc1-c1nc2c(s1)CCc1onc(-c3ccc(Br)cc3)c1-2	-1%	8%	-23%
49	CC(NC(=O)c1ccccc1)C(=O)OCC(=O)Nc1cccc(S(=O)(=O)N2CCCC2)c1 (stereo not drawn)	-6%	10%	-1%
50	CCOC(=O)N1CCN(C(=O)c2cccc(S(=O)(=O)Nc3ccc(F)cc3)c2)CC1	3%	1%	0%
51	COC(=O)CNC(=O)C1Nc2ccccc2C2C=CCC12 (stereo not drawn)	-4%	1%	-11%
52	CN(CC(=O)Nc1ccc(OC(F)(F)F)cc1)C(=O)c1ccccc1SCC(=O)N1CCCC1	-2%	3%	-3%
53	CCOC(=O)Cn1c(=O)c(-c2ccccc2NCc2ccccc2)nc2ccccc21	4%	4%	-4%
54	O=[N+]([O-])c1cccc(C=NN=C2c3ccccc3-c3ccccc32)c1	5%	-6%	-4%
55	CN(CCCC(=O)O)c1ccc(N=Nc2ccc([N+](=O)[O-])cc2)cc1	5%	?	-9%
56	COc1ccc(C(=O)NC(=S)NNC(=O)c2cccc(C)c2)cc1	6%	3%	0%
57	Cc1ccc(S(=O)(=O)n2cc(CO)c3ccccc32)cc1	1%	3%	2%
58	CCCC(=O)c1ccc(OCc2cn(CC(=O)c3ccc(O)cc3)nn2)cc1	3%	-12%	-3%
59	O=C1NC(=S)SC1=Cc1cc(Br)ccc1O	-3%	-5%	-5%
60	CCN(CC)CCOCCn1c(C)ccc1C	2%	2%	-4%

The listing continues.
entry	molecule	TCR act	uPA generation	PTAP TSG101 blk
61	O=C(NCCSc1ccccc1)c1ccccc1F	-27%	-14%	-1%
62	COC(=O)C1=C[C@@H](C(=O)OC)[C@@H]2C3=C(C(=O)[C@]2(C)NC(=O)c2ccccc2)[C@H](C)n2c(=O)n(-c4ccccc4)c(=O)n2[C@@H]3C1	-1%	-9%	-5%
63	Cc1cc(O)c(Sc2ccc(Cl)cc2)c(=O)[nH]1	-3%	5%	-2%
64	CCN1C(=O)CC(SC2CC(=O)N(CC)C2=O)C1=O (stereo not drawn)	6%	-2%	-1%
65	O=C(O)C1=C[C@H](c2ccc3c(c2)OCO3)C[C@H](OCCCCO)O1	-1%	-8%	1%
66	Cc1noc(C)c1COc1ccccc1C(=O)NCCc1ccc(F)cc1	-3%	-3%	-2%
67	COc1ccc(Cl)cc1S(=O)(=O)NC(C)C(=O)NCCN1CCOCC1 (stereo not drawn)	-3%	6%	0%
68	Cn1ncc(=S)[nH]c1=S	2%	1%	-4%
69	Cc1c(Cl)cccc1Nc1n[nH]c(=S)s1	-1%	-3%	-1%
70	Cc1ccc(S(=O)(=O)N(C)c2ccc(OCC(=O)OCc3nnc(-c4ccccc4)o3)cc2)cc1	2%	-1%	-1%
71	O=c1[nH]c2cc(Cl)c(Cl)cc2o1	-14%	1%	-2%
72	O=c1cc(CSc2nc(NCc3ccc(Cl)cc3)c3ccccc3n2)nc2ccc(Cl)cn12	-2%	-2%	1%
73	COc1cc(C(C)=O)ccc1OCc1cn(CC(=O)c2ccc(O)cc2)nn1	7%	-2%	-3%
74	Cc1cccc(NS(=O)(=O)c2ccc(C)c(C(=O)NC3CCN(Cc4ccccc4)CC3)c2)c1	7%	-25%	1%
75	Cc1cc(CSc2ccc(Cl)cc2)ccc1N	-3%	-1%	-4%
76	CCC1([N+](=O)[O-])COC(c2ccc(C(C)C)cc2)OC1 (stereo not drawn)	-5%	-8%	0%
77	O=C(c1cc2nc(-c3ccccc3)cc(C(F)(F)F)n2n1)N1CCCC1	-4%	3%	0%
78	O=S(=O)(Nc1ccc(Br)cc1)c1cccc(NS(=O)(=O)c2cccs2)c1	14%	?	-2%
79	COc1ccc(C(CNC(=O)c2cc(S(=O)(=O)Nc3cccc(C)c3)ccc2C)N2CCOCC2)cc1 (stereo not drawn)	8%	12%	-4%
80	COc1cc(F)c(C(=O)NC(C)(C)CO)cc1OC	-2%	0%	-1%
81	CCC(=O)Nc1c(C#N)c2nc3ccccc3nc2n1-c1ccc(C)cc1	-2%	4%	2%
82	COc1cc(C=CC(=O)c2cc(OC)c(OC)c(OC)c2)cc(OC)c1OC	-26%	-11%	-1%
83	O=C(CC(=O)c1cccnc1)c1ccccc1	0%	-2%	0%
84	CC(c1cccnc1)N(CCN(C)C)C(=O)Nc1ccc(Cl)c(Cl)c1 (stereo not drawn)	-1%	1%	-3%

These rows are one share of the data (hit frequency here may not be typical).
